Compound activity (PubChem BioAssay)
TNAP activators = human TNAP enzyme activators, primary screen, biochemical, luminescent, no phosphate acceptor, uHTS (AID 1001). purified TNAP, luminescent activation assay, no phosphate acceptor; higher activation fold means a stronger effect. activation fold at 20 µM, or EC50 in µM where a hit was titrated. hit rate 0.03% among 200,000; in the data active = activation fold from about 3, or a potency from the dose series; inactive = the rest, 99 in 100 with activation fold below about 1.6; also: many of its hits are not listed in these tables
CSM14.1 death rescue = protection against thapsigargin-triggered cell killing – 384-well, CSM14.1, ATP luminescence, primary screen (AID 1222) | CSM14.1 thapsigargin-induced death rescue, ATP luminescence; higher % means a stronger effect | one-dose cellular ATP content (survival), % at 20 µM; EC50 in µM for titrated hits | 190,000 tested, under 10 active;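 active = EC50 below 50 µM in the dose-response confirmation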;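 also: death triggered by thapsigargin at about 15 µM added after 2 h compound pretreatment; cell ATP read after overnight thapsigargin exposure of roughly 18 to 22 hours; normalized against plate controls of thapsigargin alone and 5% DMSO vehicle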
M1AAP inhibition = P. falciparum M1AAP inhibitors, biochemical, fluorogenic H-Leu-NHMec substrate, 1536-well (AID 1445) | hit rate 0.42% among 220,000 | recombinant M1AAP, H-Leu-NHMec fluorogenic kinetic assay; higher % means a stronger effect | inhibition, % at 30 µM, or IC50 in µM where a hit was titrated;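 active = primary inhibition above the hit cutoff, then over 50% inhibition at one or more dose response concentrations, cut at about 23% in these data, passing the limit was not always enough; inconclusive = conflicting primary data, or primary hits not chosen for dose response; inactive = low primary inhibition, or under 50% at every dose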;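 also: plate controls were DMSO full reaction for no effect and no enzyme background for full effect; strong numbers were not always called active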
Hep lipid drop = modulators of hepatic lipid droplet formation; hit rate 0.4% among 240,000; inhibition, % at 6.5 µM; AML12 mouse hepatocytes, oleate lipid droplets, BODIPY imaging;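 active = lipid droplet intensity inhibited by at least 50%, with more than 500 cells counted; inconclusive = wells with under 300 cells, treated as cytotoxic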
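Technique: fluorescence imaging, 20x objective, two fields per well / Assay system: AML12 hepatocytes (mouse) / Measure: % inhibition of lipid droplet signal / Doses: 6.5 µM single-point dosing / Incubation: overnight exposure / Reagent: 100 µM oleic acid challenge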
PMI inhibition = MPI inhibition at elevated mannose 6-phosphate – biochemical, fluorescence intensity, high mannose 6-phosphate, primary screen (AID 1220) | hit rate 0.66% among 190,000 | one-dose inhibition, % at 20 µM; IC50 in µM for titrated hits | recombinant PMI enzyme, coupled fluorescence intensity; higher % means a stronger effect
Myeloid diff 2 = myeloid differentiation induction | ER-HoxA9 myeloid progenitors, lysozyme-GFP differentiation, flow cytometry | calls only at 10 µM | hit rate 1% among 360,000 | AID 624256;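 active = normalized GFP-positive differentiation at or above the plate's own cutoff, the solvent-only control mean plus 3 SD; inconclusive = no clear call, values can overlap the other calls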;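 also: cells exposed to compound for four days before flow analysis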
WT yeast gro inh = growth inhibition of WT yeast, mitochondrial fusion screen. mitochondrial fusion phenotypic screen, WT strain. inhibition, % at 10 µM. hit rate 2.1% among 190,000; in the data active = inhibition above about 58%; tested in S. cerevisiae
PMI inhibitors = inhibitors of human PMI, primary screen, biochemical, fluorescence intensity, coupled assay (AID 1209). purified PMI enzyme, coupled fluorescence intensity; higher % means a stronger effect. inhibition, % at 20 µM; hits with a dose series show IC50 in µM. hit rate 0.42% among 190,000;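 also: plate controls were DMSO vehicle for no effect and wells lacking substrate for full effect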
UTI89 phage lysis = protection from phage-mediated lysis, alamar blue read-out – E. coli UTI89, K1F phage, bacterial capsule biogenesis inhibitors (AID 488966); hit rate 0.02% among 340,000; E. coli UTI89 K1F phage lysis, alamar blue, 2 h; higher % means a stronger effect; one-dose inhibition, % at 100 µM; IC50 in µM for titrated hits;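 active = phage lysis inhibition, versus mean bacterial control, above a set limit; inconclusive = no clear call, values can overlap the other calls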;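 also: capsule biogenesis inhibitors block K1F phage lysis so surviving cells raise fluorescence; higher fluorescence means more inhibition of phage lysis; actives were called in the ten point dose series up to 300 µM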
WT yeast gro inh mutant strain = also measured in WT yeast gro inh; calls as there; inhibition, %; mitochondrial fusion phenotypic screen, mutant strain inhibition
Hep lipid drop cells 6.5 µM = also measured in Hep lipid drop; calls as there; cell count; measured here: cell count, cytotoxicity flag;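 cells counted across two imaged fields per well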
Myeloid diff 2 GFP+ MAC1+ % = second read-out of Myeloid diff 2, no call of its own (marks repeat the call); GFP+ MAC1+ double positive, %; measured here: differentiation confirmed by MAC1 staining
Starred values were filed as active, the others as inactive; i = inactive; ? = inconclusive; / = not tested or not shown; [ ] = another dose, or the depositor's remark. Rule as the data show it, unless noted: active = inhibition above about 50%; inactive = the rest.

SMILES | TNAP activators | CSM14.1 death rescue | M1AAP inhibition | Hep lipid drop | Hep lipid drop cells 6.5 µM | PMI inhibition | Myeloid diff 2 | Myeloid diff 2 GFP+ MAC1+ % | WT yeast gro inh | WT yeast gro inh mutant strain | PMI inhibitors | UTI89 phage lysis
Nc1nc2nc(-c3ccc(Cl)cc3)cc(C(F)(F)F)n2n1 | 1.1 | -0.5% | 13% | / | / | -2% | ? | / | 16 | 23 | 6% | -2.9%
CC1CC1C(=O)OCC(=O)Nc1cccc(S(=O)(=O)NC2=NCCCCC2)c1 (stereo unspecified) | / | / | 1% | 1 | 577 | / | i | 0.7 | / | / | / | 0.2%[50 µM]
CCCCCCc1nc2c(=O)[nH]c3ccccc3c2o1 | 1 | 3.2% | -9% | 3 | 791 | 2% | i | 0.9 | 0 | -7 | 7% | 1.5%
CCc1cc2c(C)ccc(C)c2nc1SCC(=O)Nc1c[nH]c(=O)[nH]c1=O | 1.3 | -1.0% | 0% | 2 | 672 | -15% | / | / | 0 | -15 | -11% | 1.0%
O=C(C/C=N\OCc1ccc(Cl)cc1Cl)Nc1ccccc1 | 1.1 | -1.6% | 2% | 0 | 668 | 15% | i | 0.3 | 31 | 38 | 10% | -1.8%
Cn1c(CN2CCCCC2)nc2cc(NC(=O)c3ccccc3Cl)ccc21 | 1 | -0.6% | 13% | / | / | -3% | i | 0.8 | 26 | -42 | -5% | 9.9%
Cc1nn(Cc2ccccc2)c(C)c1NC(=O)c1cc(-c2cccs2)on1 | 1 | 0.0% | -8% | / | / | 5% | i | 3.7 | -36 | -56 | 5% | 6.6%
c1ccc2c(c1)[nH]c1c(N3CCCC3)ncnc12 | 1.1 | 1.3% | ? | 2 | 758 | 12% | i | 1.4 | 69* | -3.0* | 20% | -0.7%
Cc1cc(N2CCCCC2)n2nc(C)c(-c3ccccc3)c2n1 | 1.1 | -0.4% | 7% | / | / | 6% | i | 0.7 | 5 | -3 | 14% | 0.2%
CCN(CC)C(=O)c1c(C)[nH]c(=S)c(C#N)c1-c1ccco1 | 1.1 | 1.1% | -5% | 2 | 718 | 19% | i | 0.3 | -4 | 1 | 4% | 0.6%
COc1ccc(NC(=O)c2noc3c2CCCCC3)cc1 | 1 | -2.3% | -1% | 1 | 721 | 2% | i | 0.3 | 17 | 11 | -4% | 0.3%
CC1CCN(CCCNC(=O)c2ccc(CSCc3cccc(Cl)c3)o2)CC1 | 1.2 | -0.9% | 4% | 9 | 761 | -6% | i | 3.9 | -1 | 8 | -6% | -1.5%
CSc1nnc(-c2ccccc2)o1 | 1.1 | -1.4% | 9% | / | / | 2% | i | 7.1 | -2 | -2 | -2% | 1.6%
O=C(NCc1cccnc1)c1ccc(-c2cccc(Cl)c2Cl)o1 | 1.1 | 0.5% | / | 1 | 732 | 5% | i | 0.1 | 23 | -7 | 2% | -0.3%
O=c1n(-c2ccccc2)c(=O)n2n1CC(O)C2 | 1.1 | 2.3% | 4% | 22 | 781 | -8% | i | 0.5 | -13 | 1 | -11% | -0.1%
COC(=O)CCC(=O)Nc1ccccc1C(N)=O | 1 | -0.5% | 2% | / | / | 7% | i | 2.0 | 12 | 2 | 7% | 0.3%
CCOC(=O)c1nn(-c2ccc(C)cc2)c2nc(Nc3ccccc3)cc(=O)n12 | 1.1 | -0.7% | 6% | 11 | 795 | 5% | i | 0.5 | -10 | -3 | 11% | 1.3%
O=C(Nc1ccc(C(F)(F)F)cc1)C1(c2ccccc2)CC1 | 1.3 | -2.4% | 3% | -10 | 705 | 8% | i | 0.3 | -1 | -10 | 12% | 0.2%[50 µM]
Cn1c(N)c(C(=O)c2cc(-c3ccccc3)nc3ccccc23)c(=O)n(C)c1=O | 1 | -2.0% | 5% | -9 | 752 | -8% | i | 0.6 | 8 | -7 | 3% | -1.9%[50 µM]
CCNc1nc(SCC(=O)OC)nc(N2CCOCC2)n1 | 1 | 3.6% | -4% | / | / | -8% | i | 0.6 | 11 | 7 | -15% | 1.0%
Cn1c(SCC(=O)NC(=O)NCc2ccco2)nnc1C(F)(F)F | 1.1 | -1.0% | -1% | 0 | 708 | 1% | i | 0.4 | -1 | 2 | 2% | 0.4%
O=C(C1CCCN1S(=O)(=O)c1ccc(Cl)c(Cl)c1)N1CCCCC1 (stereo unspecified) | 1 | 1.8% | 5% | / | / | -2% | i | 0.7 | -5 | -2 | -9% | -2.3%[50 µM]
O=C(c1cc(-c2ccccn2)nc2c(Cl)cccc12)N1CCN(S(=O)(=O)c2ccccc2)CC1 | 1 | -1.2% | 2% | -16 | 744 | 9% | i | 1.0 | 2 | 5 | 6% | -5.2%
CS(=O)(=O)N(CC(=O)NCCSCc1cccc(Cl)c1)c1ccc2c(c1)OCO2 | 1 | -1.1% | 5% | -9 | 701 | 19% | i | 0.5 | -21 | -33 | 16% | 0.0%
COc1ccc(S(=O)(=O)N(CC(=O)NCC2CCCO2)c2ccccc2)cc1OC (stereo unspecified) | 1.1 | -0.8% | -2% | / | / | 5% | i | 1.4 | 3 | 5 | 3% | 2.2%
Cc1cc2c(N=NC(=O)CCc3ccccc3)c(O)[nH]c2cc1Br | 1.2 | -1.7% | 6% | 15 | 701 | -7% | i | 0.9 | 14 | -11 | -3% | 0.1%[50 µM]
COc1ccc(-c2nnc(NC(=O)c3ccc(S(=O)(=O)N4COCC4(C)C)cc3)o2)cc1 | 1.1 | -0.4% | -6% | / | / | -4% | i | 3.5 | 4 | -26 | -4% | -0.6%
CCCC(CCC)C(=O)Nc1ccc2c(c1)N(C(=O)CN1CCN(C)CC1)c1ccccc1CC2 | 1.3 | -0.4% | 6% | -4 | 637 | 15% | i | 0.0 | 4 | 0 | 19% | 0.2%
CCCCOc1ccc(-c2nnc(-c3ccncc3)o2)cc1 | 1.1 | 1.5% | 2% | / | / | 9% | i | 0.5 | -2 | -4 | 12% | 1.8%
CC(=O)c1cc(C#N)c(SCC(=O)O)nc1C | 1.3 | 0.4% | 3% | 0 | 724 | -15% | i | 3.3 | 17 | 19 | -10% | -0.4%
CC(C)c1onc(C(=O)N(C)Cc2ccccc2)c1[N+](=O)[O-] | 1.1 | -0.9% | -3% | 15 | 635 | 1% | i | 0.1 | 14 | 9 | 7% | 0.6%
CCCn1c(SCC(=O)Nc2nc(-c3ccc(OC)cc3)cs2)nc2c1c(=O)n(C)c(=O)n2C | 1.1 | 2.1% | 1% | 12 | 659 | 7% | i | 0.3 | 8 | 2 | 16% | 4.2%
S=C(NCc1ccccc1)NCc1ccc(CNC(=S)NCc2ccccc2)cc1 | 1 | -1.2% | 8% | -4 | 698 | 3% | i | 1.1 | 2 | -11 | 1% | 12%
Cc1nn(C(=O)c2cccs2)c(C)c1CN1C(=O)c2ccccc2C1=O | 1.1 | -0.7% | 2% | 0 | 733 | -4% | i | 7.6 | 10 | 29 | 0% | 7.1%
Nc1ccc(O)cc1C(=O)OCC(=O)c1ccc(C2CCCCC2)cc1 | 1 | -4.4% | 11% | 30 | 482 | 60%* | i | 2.5 | -11 | -20 | 18% | 2.5%[50 µM]
CC1=C(C(=O)NCc2ccccc2)C(c2ccc(C)o2)n2ncnc2N1 (stereo unspecified) | 1.1 | -0.7% | 5% | / | / | 1% | i | 2.7 | -11 | 0 | 0% | 0.4%
CCc1nnc(NC(=O)c2sc3nc4c(cc3c2N)CCCCCC4)s1 | 1.2 | 0.1% | 5% | 13 | 716 | 3% | i | 0.4 | 6 | 8 | 5% | 3.6%[50 µM]
COCCOC(=O)c1cc(C(=O)c2cc(Cl)ccc2O)coc1=N | 1.1 | -1.5% | 1% | -6 | 734 | 3% | i | 0.2 | 0 | 7 | 1% | -0.5%
CCOC(=O)C(=O)Nc1ccccc1C(=O)OCC | 1.1 | -1.6% | 3% | 16 | 715 | / | i | 0.6 | -3 | -6 | / | 0.8%
O=C(COC(=O)c1ccccc1Br)Nc1cc(S(=O)(=O)N2CCOCC2)ccc1N1CCCC1 | 1 | 0.6% | -1% | 8 | 669 | -14% | i | 0.7 | 3 | 8 | -22% | -0.4%
COc1cccc(-c2noc(CCC(=O)NCC3CCCO3)n2)c1 (stereo unspecified) | 1.1 | 0.3% | 1% | 0 | 690 | 6% | i | 0.4 | -1 | 9 | 2% | 0.2%
COCCCn1c(=O)/c(=C\c2ccccc2OC(F)F)s/c1=C(/C#N)C(=O)NC(C)C | 1 | 3.1% | 10% | -2 | 669 | 7% | i | 0.3 | -2 | 0 | 16% | 1.1%[50 µM]
CCC(C)NC(=O)CSc1c2c(nc3ccccc13)CCCC2 (stereo unspecified) | 1.1 | -4.4% | 11% | 8 | 709 | -7% | i | 1.3 | 20 | 17 | -3% | -0.1%
S=c1[nH]nc(-c2ccc(Cl)cc2)n1-c1cccnc1 | / | / | 4% | 3 | 681 | / | i | 0.7 | / | / | / | 0.5%
Nc1cccnc1Sc1cc(Cl)c(Cl)cc1Cl | 1.1 | 1.3% | -1% | -1 | 819 | 13% | i | 0.9 | 9 | -47 | 17% | 0.0%
